Assay outcomes deposited in PubChem by National Center for Advancing Translational Sciences (NCATS).
TDP1 block: TDP1 (human) enzyme inhibition | Q9NUW8 | AID 485290 | hit rate 0.28% among 350,000 | Potency, µM (series often up to 130 µM), for the others: at the top dose activity change, negative = inhibition, hits mostly inhibitors | recombinant TDP1, AlphaScreen DNA substrate cleavage; further: nearly all actives have a fitted effect of over 40% in size
Target sequence (Q9NUW8 whole entry, looked up): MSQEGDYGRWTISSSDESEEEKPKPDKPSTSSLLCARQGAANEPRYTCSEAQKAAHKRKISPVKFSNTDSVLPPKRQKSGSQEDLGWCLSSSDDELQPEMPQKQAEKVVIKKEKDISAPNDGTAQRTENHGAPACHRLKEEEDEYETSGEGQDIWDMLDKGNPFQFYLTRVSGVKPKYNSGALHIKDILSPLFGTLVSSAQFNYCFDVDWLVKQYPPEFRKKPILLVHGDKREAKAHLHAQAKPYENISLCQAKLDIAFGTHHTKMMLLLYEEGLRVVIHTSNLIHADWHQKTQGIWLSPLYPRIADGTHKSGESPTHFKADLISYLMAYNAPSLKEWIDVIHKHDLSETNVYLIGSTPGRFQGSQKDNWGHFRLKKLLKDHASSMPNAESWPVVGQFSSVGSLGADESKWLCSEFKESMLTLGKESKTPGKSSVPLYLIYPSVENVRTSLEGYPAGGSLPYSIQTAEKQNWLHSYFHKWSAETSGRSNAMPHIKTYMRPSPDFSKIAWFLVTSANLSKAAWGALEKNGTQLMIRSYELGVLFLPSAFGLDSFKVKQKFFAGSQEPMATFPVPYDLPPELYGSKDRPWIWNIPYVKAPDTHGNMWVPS
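Here, a 5' biotin and 3' phosphotyrosine-FITC DNA oligonucleotide reports Tdp1 activity: intact substrate bridges AlphaScreen beads, while cleavage leaves a 3' phosphate and drops signal. All incubations at room temperature.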
TDP1 cell noCPT: qHTS for Inhibitors of human tyrosyl-DNA phosphodiesterase 1 (TDP1): qHTS in cells in absence of CPT. DT40 Tdp1-/- hTDP1 cells, no CPT, ATP luminescence, 48 h. hit rate 15% among 420,000. Potency, µM (top dose mostly 46.2 µM), for the others: at the highest dose activity change, negative = growth inhibition, hits mostly inhibitors. AID 686978, 2013; further: nearly all actives have a fitted effect of over 55% in size
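No-CPT arm: Tdp1-/-;hTDP1 DT40 cells (400/well) plus compounds, incubated ≥48 hr at 37 °C. Readout CellTiter-Glo luminescence.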
TDP1 cell CPT: growth inhibition of DT40 Tdp1-/-;hTDP1 cells with camptothecin (screen for TDP1 inhibitors); chicken DT40 Tdp1-/-;hTDP1 cells + 20 nM CPT, ATP luminescence, 48 h; Potency, µM (highest dose often 46.2 µM), without a hit: at the top dose activity change, negative = growth inhibition, most hits filed as inhibitors; hit rate 12% among 420,000; AID 686979; further: nearly all actives have a fitted effect of over 55% in size
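Chicken DT40 Tdp1-/- cells complemented with human TDP1, 400 cells/well, exposed to compounds plus 20 nM camptothecin for at least 48 h at 37 C; viability read as ATP content by CellTiter-Glo luminescence.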
Numbers without * were called inactive; ? = inconclusive; nt = not tested or not shown; [ ] = another dose, or the depositor's remark. The call rests on the fitted dose curve; in most records, active means well fitted curve in the direction sought with a large enough effect; inconclusive means small, poorly fitted or top-dose-only effect, or another doubt; inactive means no such curve, though single readings can be large; an effect the other way counts as inactive or inconclusive. On the % scale 0 is the no-effect control and ±100 the full control effect; potency means the concentration at half of the fitted maximal effect.

SMILES | TDP1 block | TDP1 cell noCPT | TDP1 cell CPT
O=C(CNS(=O)(=O)c1ccc(Br)s1)N1CCN(C(=O)c2ccco2)CC1 | 1% | -15% | -5%
CSc1ccc(S(=O)(=O)Nc2ccc(S(=O)(=O)Nc3ccc(C)cc3)cc2)cc1 | 6% | 0% | -5%
O=C(O)CC(NS(=O)(=O)Cc1ccccc1)c1cccc([N+](=O)[O-])c1 (stereo not given) | nt | 26% | 10%
Cn1c(SCc2ccccn2)nnc1-c1ccccc1 | 6% | 1% | 5%
N#CC1=C(S)N(c2ccccc2)C(c2cccs2)NC1=O (stereo not given) | -5% | ? | ?
COc1ccc(NC(=S)NCCc2c[nH]c3ccccc23)c(OC)c1 | -4% | ? | ?
O=C(CNC(=O)c1nn(Cc2ccccc2)c(=O)c2ccccc12)Nc1ccc(F)c(F)c1F | 1% | -29% | -17%
O=C(CCCN1C(=O)c2ccccc2C1=O)NCCc1ccc(OC(F)F)cc1 | 8% | -20% | 18%
COc1ccc(OC)c(NC(=O)Cn2ncc3c2-c2ccccc2OC3)c1 | 5% | ? | ?
NC(=O)c1ccc(NC(=O)COC(=O)c2ccccc2SCC(=O)N2CCCC2)cc1 | nt | ? | ?
NC(=O)c1ccc(NC(=O)COC(=O)c2cccc(Oc3ccccc3)c2)cc1 | 1% | -2% | -5%
COc1ccc(Nc2nc(Nc3ccc(OC)cc3OC)nc(N3CCN(C)CC3)n2)c(OC)c1 | 8% | 16µM* | ?
NC(Cc1ccc(C(F)(F)F)cc1)c1csc(Nc2ncccn2)n1 (stereo not given) | nt | 9.2µM* | 9.2µM*
COc1ccc(-c2nnn(CC(=O)N3CCN(c4ccc(F)cc4)CC3)n2)cc1 | 1% | 15% | -5%
Cc1sc2nc(CN3CCCCC3)nc(N3CCN(C(=O)c4ccco4)CC3)c2c1C | 6% | -4% | ?
CC[C@@H](C)C(N)c1cn([C@@H](CCC(=O)O)C(=O)N2CCNCC2)nn1 (stereo not given in full) | -1% | 1% | 2%
COc1ccc(Nc2nc(NCC3CCCO3)c3ccccc3n2)c(OC)c1 (stereo not given) | 6% | 15µM* | 16µM*
COc1ccc(C(=O)CC(=O)C(=O)Nc2ccccc2OC)cc1 | nt | ? | ?
COc1ccc(Cl)cc1-n1cc(-c2ccccc2)nc1SCC(=O)Nc1ccc(C)cc1 | 9% | 18µM* | ?
COC(=O)CSc1nnc(-c2sc3cc(OC)ccc3c2Cl)n1C | 2% | -1% | -3%
Cc1ccc(S(=O)(=O)N(Cc2cccc(F)c2)C(=O)N2CCN(C)CC2)cc1 | nt | -6% | -2%
COc1ccccc1N1CCN(CC(O)COc2ccc(C)cc2C)CC1 (stereo not given) | nt | ? | ?
O=C1NC(=O)/C(=C/c2cccc([N+](=O)[O-])c2)N1 | 2% | -6% | 0%
O=C(Nc1cccnc1)C1CC(c2ccccc2O)=NO1 (stereo not given) | 3% | -25% | -25%
Cc1nnc(-c2ccc(Cl)cc2)[nH]c1=O | 0% | ? | -16%

Some entries already given, reduced to TDP1 cell CPT and TDP1 cell noCPT.
SMILES | TDP1 cell CPT | TDP1 cell noCPT
N#CC1=C(S)N(c2ccccc2)C(c2cccs2)NC1=O (stereo not given) | ? | ?
COc1ccc(NC(=S)NCCc2c[nH]c3ccccc23)c(OC)c1 | ? | ?
O=C(CNC(=O)c1nn(Cc2ccccc2)c(=O)c2ccccc12)Nc1ccc(F)c(F)c1F | -17% | -29%

The main list resumes; the two compounds before the break are reprinted first.
SMILES | TDP1 block | TDP1 cell noCPT | TDP1 cell CPT
O=C(Nc1cccnc1)C1CC(c2ccccc2O)=NO1 (stereo not given) | 3% | -25% | -25%
Cc1nnc(-c2ccc(Cl)cc2)[nH]c1=O | 0% | ? | -16%
Fc1ccc(NC(=S)Nc2ccc(Cl)cc2Cl)cc1 | 3% | 26µM* | ?
CCCCNC(=O)CCn1c(=O)c2ccccc2n(CC(=O)Nc2ccccc2OCC)c1=O | 3% | -24% | -18%
CCOCCCNC(=O)c1ccc(-n2c(-c3ccccc3)cc3c2CCCCC3)cc1 | 5% | ? | -17%
CC1CN(C(=O)CCC(=O)NCc2cccnc2)c2ccccc2O1 (stereo not given) | nt | -10% | -12%
Cn1nc(C(C)(C)C)c([N+](=O)[O-])c1C(N)=O | nt | -7% | 6%
CCc1ccc(CNC(=O)CCS(=O)(=O)Cc2ccccc2F)cc1 | 5% | ? | 11%
NC(=O)C1CCN(C(=O)C(Cc2ccccc2)NC(=O)c2ccccc2)CC1 (stereo not given) | -4%[56.1 µM] | 20% | -10%
COc1ccc(CCNC(=O)CNS(=O)(=O)c2ccc(Br)cc2)cc1 | nt | ? | -4%
CCn1c(N)c(C(=O)COC(=O)CCc2nc3ccccc3c(=O)[nH]2)c(=O)[nH]c1=O | 1% | 11% | 5%
O=C(NC12CC3CC(CC(C3)C1)C2)c1cccnc1Cl | nt | 7% | 2%
COc1ccc(Nc2nc(N)nc(C(F)(F)F)n2)c(OC)c1 | 4% | -2% | -18%
CCOC(=O)c1c(C)n(C)c2ccc(OC(C)=O)cc12 | 1% | -15% | -10%
CCCCCCSc1ccc([C@H]2N[C@@](Cc3ccccc3)(C(=O)OC)[C@H]3C(=O)N(CC)C(=O)[C@@H]23)cc1 | -1% | 18µM* | ?
COc1cc(NS(=O)(=O)c2ccc(NC(=S)NC(=O)CC(C)C)cc2)nc(OC)n1 | -2% | 3% | 1%
CC(=O)Nc1ccc2c(c1)OCO2 | 0% | -2% | 25%
CCC(=O)N(Cc1cc(=O)[nH]c2ccccc12)c1ccc(C)cc1 | 3% | -28% | -29%
Cn1c(=O)c2c(ncn2CC(=O)N/N=C/C(Cl)=C/c2ccccc2)n(C)c1=O | -3% | ? | ?
O=C(CNS(=O)(=O)c1ccc(Br)cc1)Nc1ccc2c(c1)OCCO2 | 3% | 5% | 4%
CCOC(=O)N1CCN(C(=O)CS(=O)(=O)Cc2nc(-c3cccc(OC)c3)oc2C)CC1 | 4% | 13% | -15%
COc1ccc(C(=O)OCCN=C2NS(=O)(=O)c3ccccc32)cc1OC | -2% | -14% | -24%
Cc1ccc(C(=O)NCCc2ccc(S(N)(=O)=O)cc2)o1 | 1% | 1% | 10%
CCCc1nc2ccccc2c(=O)n1/N=C/c1ccc(O)cc1O | 5% | -21% | ?
COc1ccc2nc(C(c3ccc(C)cc3)n3c(-c4ccccc4Br)nc4ccccc43)[nH]c2c1 (stereo not given) | nt | ? | ?
CCOC(=O)c1sc2nc3c(SCCC#N)cc(C(=O)c4cc(F)ccc4O)cn3c(=O)c2c1C | 7% | ? | ?
CCCCOCCCNc1ncnc2c1[nH]c1ccccc12 | 0% | 2.3µM* | 2.1µM*

Following part:
SMILES | TDP1 block | TDP1 cell noCPT | TDP1 cell CPT
Cc1ccc(NC(=O)CC2SC(=NCC3CCCO3)NC2=O)cc1Cl (stereo not given) | -1% | ? | -22%
COCCCNC(=O)Cn1c(=O)n(Cc2ccc(C(=O)NCCc3ccc(OC)c(OC)c3)cc2)c(=O)c2ccccc21 | -5% | ? | 5%
COc1cc(OCc2ccccc2)c(C(=O)/C=C/c2ccc3c(c2)OCO3)c(OC)c1OC | nt | ? | ?
CCOC(=O)c1ccccc1NC(=O)CSc1nc2ccccc2c(=O)n1CCCN1CCOCC1 | 5% | ? | ?
O=C(O)c1cc(Cl)c(Cl)cc1C(=O)N(Cc1ccccc1)Cc1ccccc1 | nt | 3% | 3%
CC(OC(=O)c1ccc(F)c(S(=O)(=O)N2CCOCC2)c1)C(=O)NCC1CCCCC1 (stereo not given) | 1% | ? | -3%
COCCCNC(=O)CCS(=O)(=O)Cc1ccc(C)cc1 | -2% | -1% | 1%
O=C(NCc1ccco1)c1ccc(COc2cc(Cl)ccc2Cl)cc1 | 3% | ? | ?
O=C(O)C[C@@H](CNC(=O)COc1ccc2ccc(=O)oc2c1)c1ccc(Cl)cc1 | 2% | 3% | -9%
O=C(c1ccccc1F)N1CCN(c2cccc(C(F)(F)F)c2)CC1 | 4% | 16µM* | ?
CCCC(=O)N1c2nc(C(C)C)nn2C2(CCCCC2)[C@@H]2CCCC[C@@H]21 | 2% | 9.2µM* | 10µM*
C#CCN1C(=O)C(O)(CC(=O)c2cccc(OC)c2)c2ccccc21 (stereo not given) | 6% | 4.6µM* | 5.8µM*
COc1ccc(OCCOC(=O)CCS(=O)(=O)c2ccc(C)cc2)cc1 | nt | -2% | 3%
CCOC(=O)C1=C(CSc2nccn2C)NC(=O)NC1c1ccc2c(c1)OCO2 (stereo not given) | 5% | -3% | 5%
CCc1nn(CC(=O)NCCc2ccc(OC)c(OC)c2)c(=O)c2cc3occc3n12 | 5% | -14% | ?
COc1cc(C(=O)N2CCC(C(N)=O)CC2)ccc1OCc1c(C)noc1C | 0% | 3% | 19%
CCCCOc1ccc(C(O)C(CN2CCCCC2)c2ccccc2)cc1 (stereo not given) | 0% | 23µM* | 23µM*
Cc1c(NCc2cccnc2)cccc1C(=O)O | nt | -3% | 0%
Cc1cccc(C)c1Nc1nnc(SCc2nc3ccccc3s2)s1 | 4% | -26% | -11%
CCOc1ccc(C(=O)Nc2nnc(SCC(=O)NCC3CCCO3)s2)cc1 (stereo not given) | 4% | -4% | -1%
Cc1nnc(NC(=O)c2nc(SCc3ccccc3F)ncc2Cl)s1 | 5% | -8% | 4%
CC(O)CNCCCOc1ccccc1OCc1ccccc1 (stereo not given) | nt | ? | -3%
CCC1Nc2ncnc(N3CCOCC3)c2N(Cc2ccc(C)cc2)C1=O (stereo not given) | 0% | -18% | 0%
CSc1ccccc1C(=O)OCC(=O)Nc1ccc(N2CCOCC2)cc1 | 4% | ? | ?
Cc1c(-c2ncn[nH]2)sc(C#N)c1-c1ccccc1 | 3% | -23% | 7%
CCSc1ccccc1C(=O)NC1CCCCC1 | 5% | -27% | -5%
CCc1ccc2[nH]c(=O)c(CN(Cc3ccc4c(c3)OCO4)C(=O)c3ccco3)cc2c1 | -1% | ? | 23µM*

Already shown: 3 of the compounds above.
SMILES | TDP1 block | TDP1 cell noCPT | TDP1 cell CPT
Cc1ccc(NC(=O)CC2SC(=NCC3CCCO3)NC2=O)cc1Cl (stereo not given) | -1% | ? | -22%
COCCCNC(=O)Cn1c(=O)n(Cc2ccc(C(=O)NCCc3ccc(OC)c(OC)c3)cc2)c(=O)c2ccccc21 | -5% | ? | 5%
COc1cc(OCc2ccccc2)c(C(=O)/C=C/c2ccc3c(c2)OCO3)c(OC)c1OC | nt | ? | ?
